High-throughput results as filed in PubChem BioAssay.
PAX8 inh HTS: lowers PAX8-driven luciferase in RMG-I cells | inhibition, % at 12.6 µM | actives 1.2% (n = 360,000) | AID 652154 | RMG-I TPO-luciferase reporter, SteadyGlo, 24 h;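 active = mean replicate inhibition at least 60% with every replicate also reaching 60%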;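 note: luciferase light reporting Pax8 driven TPO promoter activity; plate controls were median of neutral control wells for no effect and mitoxantrone controls for full effect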
PGC1a acetyl inh: lowers PGC1a acetylation signal in U2OS cells | AlphaScreen anti-acetyl-lysine; with virally co-expressed GCN5 acetyltransferase | inhibition, % at 15.6 µM | actives 0.17% (n = 350,000) | AID 651687;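 active = every replicate shows inhibition of at least 40%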;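 note: 0% = neutral control wells and 100% = positive control wells; some results beyond the cut were filed as inactive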
EWS-Fli inh: EWS/Fli transcriptional activity inhibition | actives 0.67% (n = 350,000) | inhibition, % at 12.6 µM | A673 NR0B1-luciferase reporter, viability-normalised | AID 651661;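 active = mean inhibition of at least 50% after viability correction, with every replicate also passing that limit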;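 note: firefly luciferase signal divided by Alamar Blue viability fluorescence both relative to DMSO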
miR-122 sensor: inhibitors of miR-122 in Huh7 cells; activation (reporter increase), % at 12.5 µM; Huh7 miR-122 Renilla luciferase sensor, 48 h; neutral wells = 0, positive control = 100; actives 0.3% (n = 340,000); AID 602342;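 active = mean replicate activation score at least 90 and every replicate individually at or above 90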;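 note: higher luciferase means less miR-122 activity so hits act as miR-122 inhibitors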
FN deposit inh: fibronectin deposition inhibition; AH1F fibroblasts, Alexa488-fibronectin deposition fluorescence, overnight; inhibition, % at 12.6 µM; actives 0.086% (n = 350,000); AID 743247;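 active = mean inhibition across replicates of 30% or more, regardless of how many single replicates reach that level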;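 note: positive control wells lacked labelled fibronectin entirely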
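Assay system: AH1F fibroblast monolayer, labelled fibronectin deposition. Amount: 10000 cells per well. Also added: labelled fibronectin 24 nM. Compound: single-point pinned compound. Incubation: cell attachment 1 h, compound and FN exposure overnight. Detection: fluorescence after three HBSS washes, excitation 485 nm, emission 525 nm. Read-out: inhibition of fibronectin deposition signal.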
Cneo AK release: Cryptococcus neoformans lysis via adenylate kinase release. C. neoformans lysis, adenylate kinase release luminescence, 4 h; normalised: neutral wells 0, clomiphene wells 100. lysis activity, % at 15 µM. actives 0.2% (n = 360,000);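 active = mean lysis activity across replicates of at least 80%, whatever share of replicates individually reach that level; inactive = mean lysis activity below 80%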
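Signal: Adenylate kinase release luminescence | Assay system: Log-phase Cryptococcus neoformans yeast cells | Input: Cells at 5 × 10^6 per mL | Buffer or medium: Fresh YPD growth medium | Compound: Single dose | Schedule: Static 4 h at 37 °C with compound, 1 h detection | Controls: Clomiphene | Read-out: Luminescence rise reflecting yeast cell lysis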
CASP6 VEID inh: inhibitors of human caspase-6; P55212; inhibition, % at 12.5 µM; actives 0.53% (n = 350,000); AID 686996; purified caspase-6, Z-VEID-R110 cleavage fluorescence;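 active = mean inhibition across replicates at least about 35%, with every replicate also reaching that limit, limit read from the data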;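 note: 0% = median of neutral control wells and 100% = no fluorescence left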
Target sequence (P55212 24-179 limits assumed): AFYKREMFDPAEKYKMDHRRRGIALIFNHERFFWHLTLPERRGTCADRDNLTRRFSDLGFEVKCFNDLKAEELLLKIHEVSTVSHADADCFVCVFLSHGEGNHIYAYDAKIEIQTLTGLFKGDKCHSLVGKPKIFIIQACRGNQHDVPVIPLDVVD
Target sequence (P55212 194-293 limits assumed): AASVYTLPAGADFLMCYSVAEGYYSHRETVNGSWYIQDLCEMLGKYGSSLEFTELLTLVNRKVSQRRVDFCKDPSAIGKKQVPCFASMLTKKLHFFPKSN
LGR2 inh: inhibitors of bursicon-induced Drosophila LGR2 receptor cAMP signaling. inhibition, % at 9.99 µM. actives 0.35% (n = 380,000). HEK293 LGR2, CRE-luciferase, bursicon-stimulated, 4 h;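 active = drop in luminescence signal, shown as inhibition above about 50% in the replicate tests, limit read from the data, passing the limit was not always enough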;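 note: agonist challenge used bursicon conditioned medium at about half maximal strength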
Starred values were filed as active, the others as inactive; nt = not tested or not shown; & = joins results of further samples; [ ] = another dose, or the depositor's remark. Rows are unselected; any-hit rate near 2.5%.

item	SMILES	PAX8 inh HTS	PGC1a acetyl inh	EWS-Fli inh	miR-122 sensor
1	O=C1[C@@H]2[C@H](C(=O)N1C[C@@H](COCc1ccccc1)Oc1cccc3c1S(=O)(=O)N(CCc1ccc(F)cc1)C[C@H](COCc1ccccc1)O3)[C@@H]1C=C[C@H]2C1	26	nt	11	nt
2	N#C[C@H]1[C@H](c2ccccc2C2=CCCCC2)[C@H](CO)N1S(=O)(=O)c1ccccc1	-24	3	17	nt
3	OCCN1CCN(CC(O)COCC2COc3ccccc3O2)CC1 (centres undefined)	-9	-8	20	0
4	COc1ccc(NS(=O)(=O)c2cccc(C(=O)NCC(c3ccco3)N(C)C)c2)cc1 (centres undefined)	5	11	-1	-2
5	Nc1ncnc2c1ncn2C1CCCC1	-27	nt	-22	3
6	Cc1cc2nc(-c3cccc(NC(=O)c4ccc(Br)o4)c3C)oc2cc1C	nt	2	nt	4
7	Cc1ccc(F)cc1C(=O)N1CCCC(c2cc(C(=O)Nc3ccccc3)no2)C1 (centres undefined)	-20	14	-6	-4
8	CN1C(=O)c2cc(NS(=O)(=O)c3cccc(F)c3)ccc2OC[C@H]2O[C@@H](CC(=O)N3CCc4ccccc4C3)CC[C@H]21	11	5	4	-10[16.7 µM]
9	CC1CCC(=NNC(=O)Cc2ccccc2)CC1 (centres undefined)	nt	-6	nt	-3
10	C[C@H](CO)N1C[C@H](C)[C@@H](CN(C)C(=O)Nc2ccc(C(F)(F)F)cc2)Oc2ccc(NC(=O)Cn3cnnn3)cc2C1=O	-9	-4&-1	-8&-11	-3[16.7 µM]

item	FN deposit inh	Cneo AK release	CASP6 VEID inh	LGR2 inh
1	-8	nt	-2	7
2	7	nt	2	9
3	0	0	-3	19
4	-6	-1	-57	8
5	1	1	nt	-23
6	6	-3	nt	nt
7	nt	1	1	-63
8	-2	0	nt	-1
9	-4	-1	nt	nt
10	7	0&2	1&-8	5&-3

item	SMILES	PAX8 inh HTS	PGC1a acetyl inh	EWS-Fli inh	miR-122 sensor
11	COc1cccc(-c2ccc3c(c2)[C@@H]2[C@@H](CCN2S(=O)(=O)c2cn(C)cn2)[C@H](CO)N3)c1	-39	-3	-9	25[16.7 µM]
12	COc1ccc(NC(=O)Nc2ccc3c(c2)C(=O)N([C@@H](C)CO)C[C@H](C)[C@@H](CN(C)S(=O)(=O)c2cn(C)cn2)OCCCC[C@@H](C)O3)cc1	-11	-4	-23	5[16.7 µM]
13	CCOC(=O)c1ccc2[nH]c3c(c2c1)CCCC3O (centres undefined)	-41	nt	8	nt
14	CCC(=O)Nc1nc2ccccc2n1Cc1ccccc1Cl	21	-8	31	1
15	CCn1c(CNc2ccc(OC)cc2)nnc1SCC(=O)c1ccc(OC)cc1	6	13	nt	2
16	O=C1CC(=O)C(n2cncn2)C(c2ccc(Cl)cc2)C1 (centres undefined)	-19	-8	nt	3
17	NS(=O)(=O)c1ccc(NC(=O)COC(=O)/C=C/c2ccc([N+](=O)[O-])cc2)cc1	15	8	0	2
18	CC(C)NC(=O)N(C)C[C@H]1OCc2cn(nn2)CCCC(=O)N([C@H](C)CO)C[C@@H]1C	0&8	-2	-5&0	-6[16.7 µM]
19	O=C(NNC(=O)c1cc(-c2ccncc2)nc2ccccc12)Nc1ccc(F)cc1	-4	nt	nt	nt
20	CCOCCCNC(=O)c1cc(=O)n(Cc2cccc(C)c2)c2ccccc12	-4	nt	-24	nt

item	FN deposit inh	Cneo AK release	CASP6 VEID inh	LGR2 inh
11	4	34	nt	-10
12	nt	1	nt	5
13	4	nt	1	-16
14	2	5	0	4
15	-10	-3	nt	nt
16	-3	-1	nt	nt
17	1	0	4	-12
18	-1&7	0	-1&16	-3
19	-17	6	5	-8
20	13	nt	2	0

Part of the list above in order of formula weight, lowest first.
item	SMILES	PAX8 inh HTS	PGC1a acetyl inh	EWS-Fli inh	miR-122 sensor
14	CCC(=O)Nc1nc2ccccc2n1Cc1ccccc1Cl	21	-8	31	1
17	NS(=O)(=O)c1ccc(NC(=O)COC(=O)/C=C/c2ccc([N+](=O)[O-])cc2)cc1	15	8	0	2
18	CC(C)NC(=O)N(C)C[C@H]1OCc2cn(nn2)CCCC(=O)N([C@H](C)CO)C[C@@H]1C	0&8	-2	-5&0	-6[16.7 µM]

item	FN deposit inh	Cneo AK release	CASP6 VEID inh	LGR2 inh
14	2	5	0	4
17	1	0	4	-12
18	-1&7	0	-1&16	-3

More results follow.
item	SMILES	PAX8 inh HTS	PGC1a acetyl inh	EWS-Fli inh	miR-122 sensor
21	CC(C)NC(=O)Nc1ccc2c(c1)C(=O)N([C@@H](C)CO)C[C@@H](C)[C@@H](CN(C)C(=O)NC1CCCCC1)OCCCC[C@H](C)O2	-5	5	nt	19[16.7 µM]
22	CCN(CC)c1ccc(NC(=O)c2ccccc2F)cc1	nt	-6	nt	3
23	Cc1cccc(OCC(=O)Nc2ccc3oc(=O)ccc3c2)c1C	-5	-31	-8	-6
24	COc1ccc(CN(C)C[C@@H]2Oc3ccc(NC(=O)Nc4ccc5c(c4)OCO5)cc3CC(=O)N([C@@H](C)CO)C[C@@H]2C)cc1	-2	-1	-6	-2[16.7 µM]
25	C[C@@H]1CN([C@H](C)CO)C(=O)Cc2cc(NC(=O)c3ccncc3)ccc2O[C@H]1CN(C)Cc1ccc(Oc2ccccc2)cc1	10	1	4	5[16.7 µM]
26	CC=Cc1ccc2n(c1=O)C[C@H]1[C@H](CO)[C@@H](C(=O)NCc3ccc4c(c3)OCO4)[C@@H]2N1C(=O)COC (mixture of isomers)	nt	nt	-4	nt
27	OCC1(CCc2ccccc2)CCN(Cc2cnc(N3CCCC3)s2)CC1	4	-1	13	8
28	CSC1CCCCC1(O)CSc1nc2ccccc2o1 (centres undefined)	nt	7	nt	-3
29	CSC1=N/C(=C\c2ccc(Br)o2)C(=O)S1	nt	6	nt	3
30	O=C(OCc1nnc(-c2ccccc2)o1)c1cc(=O)[nH]c2ccccc12	5	nt	-1	-9

item	FN deposit inh	Cneo AK release	CASP6 VEID inh	LGR2 inh
21	nt	92*	3	2
22	-7	-8	nt	nt
23	4	1	-1	10
24	2	-2	nt	9
25	nt	6	4	18
26	2	-3	-2	14
27	nt	-3	-1	-1
28	-10	-2	nt	-28
29	nt	-1	nt	14
30	-7	-3	-2	3

item	SMILES	PAX8 inh HTS	PGC1a acetyl inh	EWS-Fli inh	miR-122 sensor
31	N#Cc1c(-c2ccco2)c2c([nH]c1=S)CCCC2	nt	-4	nt	-10
32	COc1ccc(NC(=O)Nc2ccc3c(c2)C(=O)N(C)C[C@@H](OC)[C@@H](C)CN[C@H](C)CO3)cc1	5	8	-1	-4[16.7 µM]
33	O=C(CCCN=C1NS(=O)(=O)c2ccccc21)OCc1ccccc1	7	nt	0	nt
34	COc1ccc(NC(=O)N2CC(=O)N3[C@H](CO)[C@H](c4ccc(C5=CCCC5)cc4)[C@@H]3C2)cc1	nt	8	-5	nt
35	O=C(Nc1c(C(=O)N2CCOCC2)cnn1-c1ccccc1)c1ccccc1F	5	nt	9	6
36	O=C(NCCCN1CCN(c2ccccc2F)CC1)Nc1ccccc1[N+](=O)[O-]	8	1	-5	26
37	CCCN(C)C[C@H]1Oc2ncc(-c3ccccc3OC)cc2C(=O)N([C@H](C)CO)C[C@H]1C	nt	8	1	-2[16.7 µM]
38	O=C(O)c1ccc(N/N=C/c2ccc(-c3ccccc3)cc2)cc1	-59	nt	-49	nt
39	Cc1cccnc1NC(=O)c1ccc(S(=O)(=O)N2CC(C)OC(C)C2)cc1 (centres undefined)	-19	nt	9	-5
40	O=C(c1cn(-c2ccccc2)nc1-c1ccncc1)n1nnc2ccccc21	nt	-1	nt	-2

item	FN deposit inh	Cneo AK release	CASP6 VEID inh	LGR2 inh
31	nt	-1	nt	-10
32	0	0	nt	-7
33	3	1	-2	-22
34	-5	nt	-1	-4
35	9	0	0	2
36	-1	4	-3	1
37	0	2	7	18
38	-3	nt	15	-5
39	10	-2	11	3
40	nt	-1	0	-14

item	SMILES	PAX8 inh HTS	PGC1a acetyl inh	EWS-Fli inh	miR-122 sensor
41	CCN(c1ccccc1)c1nc(C#N)nc(N(CC)c2ccccc2)n1	27	11	19	4
42	O=C(Nc1nc2ccc(SC(F)F)cc2s1)c1ccc(NS(=O)(=O)c2ccc(F)c(F)c2)cc1	10	nt	-42	nt
43	COc1ccc(S(=O)(=O)Nc2cccc3c2O[C@@H](CN(C)S(=O)(=O)c2c(C)noc2C)[C@H](C)CN([C@@H](C)CO)C3=O)cc1	nt	-11	9	8[16.7 µM]
44	CC(C)(C)c1cc2nc(N)nc(N)n2n1	-2	22	9	-1
45	Cc1noc(C)c1NC(=O)N(C)C[C@@H]1Oc2ccc(NS(=O)(=O)c3cn(C)cn3)cc2CC(=O)N([C@H](C)CO)C[C@@H]1C	7	11	0	13[16.7 µM]
46	O=C(C[C@H]1C[C@@H]2c3cc(NS(=O)(=O)c4ccc(F)cc4)ccc3O[C@@H]2[C@@H](CO)O1)N1CCc2ccccc2C1	87*	50*	17	-6[16.7 µM]
47	Cc1ccc(C)c(NC(=O)CN(C)C(=O)CC2OC(=O)c3ccccc32)c1 (centres undefined)	-11	-5	9	4
48	Cc1ccc(NC(=O)CN(C)C(=O)c2ccc(COc3ccccc3)cc2)cc1	-1	nt	-7	1
49	Brc1ccc(C2=CSC3=NCCN23)cc1	6	-8	-1	11
50	CC1CCN(c2nc(-c3ccco3)c3c(c2C#N)CC(C)(C)OC3)CC1	11	5	6	-2
51	C[C@H](CO)N1C[C@H](C)[C@H](CN(C)Cc2ccc(-c3ccccc3)cc2)Oc2ccc(NC(=O)Cc3ccccc3)cc2C1=O	nt	-3	14	-6[16.7 µM]

item	FN deposit inh	Cneo AK release	CASP6 VEID inh	LGR2 inh
41	-1	-1	-1	10
42	-7	-2	0	-30
43	nt	0	2	9
44	-25	3	-1	nt
45	-10	-2	-7	-2
46	2	1	-2	31
47	-1	-1	-3	14
48	-8	1	0	-11
49	-9	2	10	13
50	-9	3	3	nt
51	nt	nt	nt	3

Molecules shown so far with a Cl atom:
item	SMILES	PAX8 inh HTS	PGC1a acetyl inh	EWS-Fli inh	miR-122 sensor
14	CCC(=O)Nc1nc2ccccc2n1Cc1ccccc1Cl	21	-8	31	1
16	O=C1CC(=O)C(n2cncn2)C(c2ccc(Cl)cc2)C1 (centres undefined)	-19	-8	nt	3

item	FN deposit inh	Cneo AK release	CASP6 VEID inh	LGR2 inh
14	2	5	0	4
16	-3	-1	nt	nt
